GSK3B inh = blocks human GSK3beta kinase activity; actives 0.038% (n = 300,000); GST-GSK3beta kinase, ADP-Glo luminescence, 60 min; active compounds read low; P49841; activity score (negative = inhibition), % at 10 µM;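 active = more than half of replicate wells score below -50%, meaning over 50% inhibition versus plate controls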;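 note: 0% = median DMSO wells and -100% = median GW8510 positive control wells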
Target sequence (P49841 whole entry, looked up): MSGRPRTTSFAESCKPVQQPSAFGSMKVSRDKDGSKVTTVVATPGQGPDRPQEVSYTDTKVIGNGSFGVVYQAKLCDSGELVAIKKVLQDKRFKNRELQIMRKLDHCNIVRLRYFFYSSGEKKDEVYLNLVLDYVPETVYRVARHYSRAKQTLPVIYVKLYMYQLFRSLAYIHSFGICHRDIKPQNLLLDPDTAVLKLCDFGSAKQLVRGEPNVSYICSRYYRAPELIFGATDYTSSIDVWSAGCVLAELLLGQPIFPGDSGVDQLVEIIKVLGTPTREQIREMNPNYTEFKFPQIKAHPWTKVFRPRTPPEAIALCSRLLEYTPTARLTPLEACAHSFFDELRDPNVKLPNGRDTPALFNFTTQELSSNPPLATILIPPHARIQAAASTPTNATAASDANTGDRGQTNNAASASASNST
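Test system: GST-tagged human GSK3beta kinase, cell-free; evaluation: activity score scaled between in-plate DMSO and GW8510 controls; measured by: ADP-Glo luminescence; incubation: 60 min reaction, RT; benchmarks: DMSO and 20 µM GW8510; reagent: peptide substrate plus 25 µM ATP (final); medium: Tris/MgCl2 kinase buffer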
AI-2 QS mod = modulators of Vibrio harveyi AI-2 quorum sensing system; Vibrio harveyi JMH597 AI-2 luminescence/OD600 ratio, 9 h; active compounds read low; strain lacks LuxN and CqsS sensors; 0 = neutral-control median; activity change, % at 7.5 µM; actives 0.4% (n = 300,000); in the data active = activity change below about -75%, passing the limit was not always enough;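 note: luminescence divided by OD600 gain over 9 h not by final OD600 alone; inactives centre near 13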
HSF1 inhib = HSF1 inhibition; actives 0.77% (n = 300,000); activity change, negative = inhibition, % at 7.5 µM (by protocol); NIH3T3-HGL HSE-luciferase, MG132-induced, luminescence 8 h; active compounds read low;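 active = more than half of replicate wells show activity change below -50%, luminescence cut by over half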;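 note: luciferase reports HSF-1 transcriptional activity via heat shock element; 0% = median of DMSO wells and -100% = zero luminescence signal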
IEC-6 tox = IEC-6 cytotoxicity, counter-screen for KLF5 inhibitors. luminescence viability. inhibition, % at 5 µM. actives 0.78% (n = 290,000). AID 1825; in the data active = inhibition above about 22%;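 note: 0% = plate median of test compound wells and 100% = cytotoxic reference compound wells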
GSK3 alpha inh = inhibitors of human GSK-3 alpha kinase | P49840 | actives 0.1% (n = 320,000) | ADP-Glo luminescence, 60 min | inhibition, % at 10 µM;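 in the data active = inhibition above about 50%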;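 note: GST-tagged GSK-3 alpha with peptide substrate and 25 µM ATP; 0% = DMSO neutral wells and 100% = GW8510 positive control wells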
Target sequence (P49840 whole entry, looked up): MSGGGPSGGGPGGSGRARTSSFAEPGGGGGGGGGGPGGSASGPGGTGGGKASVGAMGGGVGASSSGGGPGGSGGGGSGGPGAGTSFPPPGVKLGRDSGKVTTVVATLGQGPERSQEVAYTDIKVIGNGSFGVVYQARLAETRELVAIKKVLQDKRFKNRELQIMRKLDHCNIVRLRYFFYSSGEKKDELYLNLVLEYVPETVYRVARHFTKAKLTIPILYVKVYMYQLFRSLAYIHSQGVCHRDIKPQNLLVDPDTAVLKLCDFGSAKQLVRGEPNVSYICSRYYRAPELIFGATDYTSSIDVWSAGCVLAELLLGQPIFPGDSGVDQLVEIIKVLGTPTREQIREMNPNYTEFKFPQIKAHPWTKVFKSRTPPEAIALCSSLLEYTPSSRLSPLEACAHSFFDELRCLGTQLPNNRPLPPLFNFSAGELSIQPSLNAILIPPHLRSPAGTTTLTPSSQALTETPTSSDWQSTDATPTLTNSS
aSyn 5UTR inh = 5' untranslated region of α-synuclein, MLPCN primary screen; inhibition, % (tested at 7.5 µM); AID 1813; alpha-synuclein 5'UTR reporter, inhibitor activity; actives 0.82% (n = 300,000); in the data active = inhibition above about 60%;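 note: H4 neuroglioblastoma cells stably carrying SNCA 5'UTR luciferase fusion; 0% = DMSO wells and 100% = positive control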
HSP90 refold inh = HSP90 refolding inhibition in rabbit reticulocyte lysate; AID 1789; luciferase refolding luminescence, 3 h; inhibition, % at 5.6 µM; actives 0.91% (n = 290,000);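 active = inhibition above the screen-wide mean plus 3 SD, computed separately per campaign, cut at about 16% in these data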;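 note: 0% = DMSO wells and 100% = 60 µM geldanamycin wells; inhibitors lower the luminescence because luciferase stays unfolded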
KLF5 inhibitor = inhibitors of KLF5 expression; AID 1700; inhibition, % at 5 µM; DLD-1 KLF5 promoter-luciferase reporter, luminescence; actives 0.23% (n = 290,000);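 active = inhibition above a per-plate limit of that plate's mean compound inhibition plus 3 SD, cut at about 60% in these data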;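 note: 0% = DMSO wells and 100% = LY294002 at 200 µM; higher means less KLF5 promoter-driven luciferase light; inactives centre near -14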
PolyA inhibitor = inhibitors of polyadenylation in S. cerevisiae; S. cerevisiae SKY197-pL101 polyadenylation reporter, beta-gal luminescence; efflux-impaired pdr1/pdr3 knockout yeast; score 100 = 6 SD above DMSO; calls only at 12 µM; actives 0.02% (n = 300,000);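 active = lowest replicate activity score at least 50, where 100 means six control SD above control mean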;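 note: yeast exposed to compound for 9 h at 30 °C; higher score means more reporter readthrough which indicates perturbed polyadenylation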
HSF1 activator = increases HSF-1 driven luciferase reporter signal; NIH3T3-HGL HSF-1 luciferase reporter, MG132, 8 h; 100% = twice DMSO control signal; activation, % at 9 µM; actives 1.7% (n = 300,000); AID 504408;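 active = mean replicate activation of at least 50% with a set share of replicates each reaching 50%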;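 note: 0% = median of the neutral control wells and 100% = twice that signal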
Starred values were filed as active, the others as inactive; i = inactive; . = not tested or not shown. An excerpt. The share of hits here may be higher or lower than overall.

1. CC(C)Oc1ccc(CN=C(N)N=C(N)N)cc1Cl
2. O=C(Nc1ccccc1N1CCOCC1)c1cccnc1
3. N#CC(C#N)=C1C=C2C=C(N3CCOCC3)CCC2CC1 (stereo unspecified)
4. O=C(CSc1nc2cc(Cl)ccc2s1)N1CCCc2ccccc21
5. Cn1cc(S(=O)(=O)NC2CCCCCC2)c(=O)n(C)c1=O
6. CCN(C(=O)c1ccc(S(=O)(=O)N2CCCCC2)cc1)C1CCS(=O)(=O)C1 (stereo unspecified)
7. CCc1cc(=O)oc2cc(C)cc(OC(C)C(=O)NCCCN3CCOCC3)c12 (stereo unspecified)
8. CCCOc1ccc(C(=O)NC(C)C(=O)O)cc1 (stereo unspecified)
assay / compound,1,2,3,4,5,6,7,8
GSK3B inh,-1,-1,0,-4,-1,-2,1,-2
AI-2 QS mod,11,10,23,39,25,12,3,15
HSF1 inhib,6,-1,-2,8,-3,4,0,-3
IEC-6 tox,-9,-6,4,6,-3,.,1,-1
GSK3 alpha inh,-4,-2,.,0,0,-5,.,-2
aSyn 5UTR inh,14,8,4,7,0,-5,5,18
HSP90 refold inh,-8,1,-5,-1,-4,.,2,1
KLF5 inhibitor,-27,-28,-5,-30,-22,.,-23,-34
PolyA inhibitor,i,i,i,i,i,i,i,i
HSF1 activator,55*,-12,-20,18,-5,3,-1,1

9. CCN(CC)P(=O)(Nc1ccccc1Br)c1ccc(N(C)C)cc1NC(=O)c1ccco1 (stereo unspecified)
10. CCCOc1ccc(N2C(=O)CC(N(O)c3ccccc3)C2=O)cc1 (stereo unspecified)
11. O=C(NCCCN1CCOCC1)C1CCN(S(=O)(=O)c2c(Cl)cccc2Cl)CC1
12. Cc1cccc(NC(=O)CC2C(=O)NC3CCCCC3N2C(=O)c2ccccc2Cl)c1 (stereo unspecified)
13. CC(=O)Nc1ccc(NC(=O)CSc2nnc(-c3ccco3)n2Cc2ccco2)cc1
14. CCCOc1ccc(C2=CSC3=NCCN23)cc1
15. CN(c1ccccc1)S(=O)(=O)c1ccc(NC(=S)NC(=O)c2ccccc2)cc1
16. Cc1occc1C(=O)NCCc1ccc(Cl)cc1
assay / compound,9,10,11,12,13,14,15,16
GSK3B inh,0,1,-3,-3,2,1,-1,2
AI-2 QS mod,13,16,-2,6,15,26,31,6
HSF1 inhib,-1,13,2,6,-3,-5,-11,17
IEC-6 tox,-4,-1,-8,10,2,0,2,6
GSK3 alpha inh,1,-1,1,-2,2,-2,-1,-5
aSyn 5UTR inh,-14,-77,3,13,-12,-6,-31,-125
HSP90 refold inh,-1,-2,-2,4,-3,-4,5,5
KLF5 inhibitor,-24,-25,-7,-17,-25,-52,-20,9
PolyA inhibitor,i,i,i,i,i,i,i,i
HSF1 activator,1,32,-2,12,11,-10,1,28

17. COc1ccc(N2CCN(c3ccc(NC(=O)/C=C\C(=O)O)cc3)CC2)cc1
18. O=C(NCc1ccc(Cl)cc1)c1ccc(NC(=O)C2CCCO2)cc1 (stereo unspecified)
19. N#Cc1c(N)sc(=S)c2c1CCCC2
20. CC(C)(C)c1cn(-c2ccccc2)c(=S)[nH]1
21. CCOC(=O)/C(=C\c1c[nH]c2ccccc12)NC(C)=O
22. Cc1cc(C(=O)Nc2c(C)nn(Cc3ccccc3)c2C)on1
23. O=C(NC1CCCCC1)C(c1ccccn1)N(C(=O)c1csnn1)c1ccccc1F (stereo unspecified)
24. CCCCNC(=O)Cn1cnc2sc(C)c(S(=O)(=O)N3CCN(c4ncccn4)CC3)c2c1=O
assay / compound,17,18,19,20,21,22,23,24
GSK3B inh,3,.,-2,-2,1,-5,0,-5
AI-2 QS mod,26,.,22,24,17,9,9,6
HSF1 inhib,0,0,4,-3,-5,-3,-6,14
IEC-6 tox,-4,6,-3,3,3,-7,3,5
GSK3 alpha inh,-2,-2,-1,0,-1,-2,-1,0
aSyn 5UTR inh,-34,4,-17,-12,-30,18,-1,-12
HSP90 refold inh,0,-1,3,-2,1,1,2,4
KLF5 inhibitor,6,1,-29,-29,-12,-2,-22,-13
PolyA inhibitor,i,.,i,i,i,i,i,i
HSF1 activator,11,-6,-6,-3,-3,-3,4,0

25. COCCn1nnnc1CN1CCC(O)(c2cccc(C(F)(F)F)c2)CC1
26. O=C(NC1CCCCCC1)C1CCN(C(=O)c2ccc(Br)cc2)CC1
27. COc1ccc(NS(=O)(=O)c2cc(N)ccc2N2CCOCC2)cc1
28. CC(C)(C)c1ccc(-c2nnc(SCC(=O)Nc3sc4c(c3C#N)CCCC4)o2)cc1
29. O=C(Cn1ccc2ccccc2c1=O)NCC(=O)N1CCCCC1
30. CCC1CCCCN1C(=O)c1nn2cccnc2c1Cl (stereo unspecified)
31. O=c1c2ccccc2cnn1Cc1n[nH]c(=S)n1-c1ccc(F)cc1
32. Cc1cc(C)nc(N2CCC(C(=O)NNC(=O)c3ccc(Cl)cc3)CC2)n1
assay / compound,25,26,27,28,29,30,31,32
GSK3B inh,-4,-1,-2,-3,-1,0,3,2
AI-2 QS mod,7,20,10,24,28,24,3,6
HSF1 inhib,-1,-4,-13,9,-1,6,-12,-4
IEC-6 tox,0,0,8,-3,-4,4,-2,6
GSK3 alpha inh,0,-1,0,-2,-3,-3,2,0
aSyn 5UTR inh,13,-14,-3,-27,13,-13,11,14
HSP90 refold inh,-3,-2,1,0,-3,-1,4,-3
KLF5 inhibitor,-4,-14,-2,-24,-32,-14,-21,-45
PolyA inhibitor,i,i,i,i,i,i,i,i
HSF1 activator,0,-11,-2,6,3,18,-33,4

33. CCOCCCn1c(SCC(=O)NC(C)(C)C)nc2ccccc2c1=O
34. Cc1cc(C)n(Cc2ccc(NC(=O)c3ccc(COc4ccccc4Br)cc3)cc2)n1
35. Cc1cccc(C)c1NC(=O)c1ccc(-n2cncn2)nc1
36. CC1CN(C(=O)C2CC2)C(C)CN1C(=O)C1CC1 (stereo unspecified)
37. Cc1ccnc(N2C(=O)c3cccc4c([N+](=O)[O-])ccc(c34)C2=O)c1
38. CC1CCCCN1c1nnc(NC(=O)c2cc(-c3ccc(Br)cc3)on2)s1 (stereo unspecified)
39. O=C(COC(=O)c1ccccc1)Nc1cccc(S(=O)(=O)NC2=NCCCCC2)c1
40. NC(=O)COC(=O)Cc1coc2cc3c(cc12)CCC3
assay / compound,33,34,35,36,37,38,39,40
GSK3B inh,-2,-1,-2,3,0,3,-1,.
AI-2 QS mod,22,32,-1,-3,18,18,6,.
HSF1 inhib,-11,5,0,-3,-9,1,1,-1
IEC-6 tox,-2,9,1,0,-4,-4,6,1
GSK3 alpha inh,-1,.,-1,-2,3,0,-1,.
aSyn 5UTR inh,-1,4,10,20,-1,-15,11,-11
HSP90 refold inh,3,10,1,-3,-2,-1,4,-2
KLF5 inhibitor,-25,-9,9,-10,-15,1,7,-16
PolyA inhibitor,i,i,i,i,i,i,i,i
HSF1 activator,0,14,14,18,-22,6,20,-4

Gathered by group: those above with a furan ring, fused or not (four)
9. CCN(CC)P(=O)(Nc1ccccc1Br)c1ccc(N(C)C)cc1NC(=O)c1ccco1 (stereo unspecified)
13. CC(=O)Nc1ccc(NC(=O)CSc2nnc(-c3ccco3)n2Cc2ccco2)cc1
16. Cc1occc1C(=O)NCCc1ccc(Cl)cc1
40. NC(=O)COC(=O)Cc1coc2cc3c(cc12)CCC3
assay / compound,9,13,16,40
GSK3B inh,0,2,2,.
AI-2 QS mod,13,15,6,.
HSF1 inhib,-1,-3,17,-1
IEC-6 tox,-4,2,6,1
GSK3 alpha inh,1,2,-5,.
aSyn 5UTR inh,-14,-12,-125,-11
HSP90 refold inh,-1,-3,5,-2
KLF5 inhibitor,-24,-25,9,-16
PolyA inhibitor,i,i,i,i
HSF1 activator,1,11,28,-4

More compounds
41. O=[N+]([O-])c1cc([N+](=O)[O-])c(Oc2cccnc2Br)cc1NN1CCCCC1
42. CNC(=S)N1CCc2cc(OC)c(OC)cc2C1
43. Cc1cc(C)cc(-n2ncc3c2CCCC3NC(=O)CN2CCCCC2=O)c1 (stereo unspecified)
44. CSc1nc(NC(C)(C)C)nc(Oc2ccc(=O)n(C)n2)n1
45. O=C(CSc1nncc2ccccc12)Nc1cccc(C(=O)O)c1
46. Cc1ccc(CN2CC(C(=O)NCCCSc3ccccc3)CC2=O)cc1 (stereo unspecified)
47. O=C(Nc1cccc2ccccc12)/C(=C\c1cccc([N+](=O)[O-])c1)NC(=O)c1cccs1
48. Cn1nnnc1SCC(=O)Nc1ccc(Oc2ccc(Cl)cc2)cc1
assay / compound,41,42,43,44,45,46,47,48
GSK3B inh,-3,3,-1,1,1,1,4,0
AI-2 QS mod,4,-6,12,6,13,7,23,12
HSF1 inhib,-2,-2,0,1,-4,1,-2,-2
IEC-6 tox,-2,7,-1,-5,-9,-1,4,1
GSK3 alpha inh,-1,-8,1,-2,0,-3,-2,-2
aSyn 5UTR inh,-6,13,-6,14,-7,12,-12,39
HSP90 refold inh,1,8,-2,-1,-4,1,1,1
KLF5 inhibitor,-14,13,-11,-9,-45,5,2,-20
PolyA inhibitor,i,i,i,i,i,i,i,i
HSF1 activator,-2,4,-12,10,5,12,-3,19

49. NC(=O)C(c1ccc(Sc2ccccc2)nn1)c1ccc(Cl)cc1Cl (stereo unspecified)
50. COc1ccc(NC(=O)c2ccccc2)c([N+](=O)[O-])c1
51. COc1ccc(/C=C/C(=O)OCC(=O)c2ccc(S(=O)(=O)N3CCCCC3)cc2)cc1OC
52. CCc1ccc(C(=O)NNC(=O)C2CSC3(C)CCC(=O)N23)cc1 (stereo unspecified)
53. COc1cc(OC)cc(C(=O)OC/C(O)=C(\C#N)c2nc3ccccc3[nH]2)c1
54. Cc1ccc(-c2nc(CS(=O)(=O)CC(=O)N3CC(C)CC(C)C3)c(C)o2)cc1 (stereo unspecified)
55. O=C(Nc1ccc2c(c1)OCO2)c1cc(-c2ccccc2Cl)on1
56. Cc1ccc(C)c(OCCC(=O)OCC(=O)Nc2ccc(C)c(S(=O)(=O)N3CCCCC3)c2)c1
57. COC(=O)C1CN(C(=O)C(C)Oc2ccc(C(C)C)cc2)c2ccccc2O1 (stereo unspecified)
assay / compound,49,50,51,52,53,54,55,56,57
GSK3B inh,2,4,5,3,4,1,2,-4,4
AI-2 QS mod,-33,6,4,23,21,-2,38,8,12
HSF1 inhib,10,10,-4,-4,-1,12,14,1,1
IEC-6 tox,-5,2,.,.,6,-5,-2,.,-8
GSK3 alpha inh,3,-3,-2,-1,-6,-3,-3,-5,-1
aSyn 5UTR inh,19,-144,4,1,8,20,-143,24,8
HSP90 refold inh,1,1,.,.,3,-5,1,.,2
KLF5 inhibitor,-23,-68,.,.,12,-21,-94,.,-50
PolyA inhibitor,i,i,i,i,i,i,i,i,i
HSF1 activator,26,1,8,2,0,29,57*,14,2
